# High-throughput results (PubChem BioAssay)
# Rtt109 HAT inh – inhibitors of Candida albicans Rtt109/Vps75 histone acetyltransferase; AID 540336; Q5AAJ8; purified Rtt109/Vps75, ThioGlo CoA-SH fluorescence, 4 h; 330,000 compounds, 0.16% hits; inhibition, % at 34.9 µM;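 active = inhibition of at least 50% in every replicate; inconclusive = best replicate reaches 50% inhibition but some replicates fall short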
# Target sequence (Q5AAJ8 whole entry, looked up): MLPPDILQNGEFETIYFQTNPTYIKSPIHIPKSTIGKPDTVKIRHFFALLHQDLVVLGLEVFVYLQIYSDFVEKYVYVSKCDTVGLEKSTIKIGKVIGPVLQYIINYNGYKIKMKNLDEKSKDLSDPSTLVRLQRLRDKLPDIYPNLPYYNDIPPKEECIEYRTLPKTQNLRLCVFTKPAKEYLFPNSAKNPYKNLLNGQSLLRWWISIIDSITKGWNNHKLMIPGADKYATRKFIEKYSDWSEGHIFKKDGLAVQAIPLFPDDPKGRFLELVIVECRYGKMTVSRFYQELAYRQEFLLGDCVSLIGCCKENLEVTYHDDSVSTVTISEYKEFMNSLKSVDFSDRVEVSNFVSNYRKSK
# PvdQ inh – blocks Pseudomonas aeruginosa PvdQ acylase activity | AID 488965 | 340,000 compounds, 0.063% hits | purified PvdQ acylase, fluorescence plate reader | inhibition, % at 10 µM; in the data active = inhibition above about 30%, passing the limit was not always enough; inconclusive = no clear call, values can overlap the other calls;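 also: 0% = vehicle neutral wells and 100% = reference inhibitor wells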
# PfHsp90 set2 – inhibits growth of yeast expressing Plasmodium falciparum Hsp90; 310,000 compounds, 0.32% hits; inhibition, % at 9.4 µM; S. cerevisiae expressing PfHsp90, BacTiter-Glo ATP, 48 h; yeast lacking PDR1 and PDR3 efflux regulators;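 active = every replicate shows inhibition above about 80%, whatever the replicate mean, limit read from the data; inconclusive = mean inhibition reaches the set limit but some replicate falls short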;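 also: 0% = DMSO neutral controls and 100% = 20 µM radicicol positive controls; yeast relying on Plasmodium falciparum Hsp90 in place of its own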
# E coli growth – reduces bacterial viability in AddAB counter-screen | inhibition, % at 11.9 µM | E. coli V3065 growth, OD600 absorbance, 18 h | 330,000 compounds, 0.27% hits | AID 449728;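 active = inhibition above the campaign's mean inhibition across all tested compounds plus 3 SD, cut at about 9.9% in these data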;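 also: uninfected addAB+ strain grown without phage in ampicillin broth; 0% = DMSO wells and 100% = ciprofloxacin 0.95 µg/ml wells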
# AddAB inh – less growth of phage-infected E. coli with AddAB | E. coli expressing H. pylori AddAB, absorbance growth | inhibition, % at 11.9 µM | 330,000 compounds, 0.29% hits; in the data active = inhibition above about 12%;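 also: 0% = vehicle wells of infected cells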
# DAGLB inhibitor – blocks human DAGLB lipase activity | HEK293T DAGLB membrane lysate, EnzChek fluorogenic substrate | inhibition, % at 5.17 µM | 340,000 compounds, 0.059% hits | AID 504411; in the data active = inhibition above about 34%;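 also: 0% = enzyme with vehicle and 100% = wells lacking enzyme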
# Target sequence (Q8NCG7 whole entry, looked up): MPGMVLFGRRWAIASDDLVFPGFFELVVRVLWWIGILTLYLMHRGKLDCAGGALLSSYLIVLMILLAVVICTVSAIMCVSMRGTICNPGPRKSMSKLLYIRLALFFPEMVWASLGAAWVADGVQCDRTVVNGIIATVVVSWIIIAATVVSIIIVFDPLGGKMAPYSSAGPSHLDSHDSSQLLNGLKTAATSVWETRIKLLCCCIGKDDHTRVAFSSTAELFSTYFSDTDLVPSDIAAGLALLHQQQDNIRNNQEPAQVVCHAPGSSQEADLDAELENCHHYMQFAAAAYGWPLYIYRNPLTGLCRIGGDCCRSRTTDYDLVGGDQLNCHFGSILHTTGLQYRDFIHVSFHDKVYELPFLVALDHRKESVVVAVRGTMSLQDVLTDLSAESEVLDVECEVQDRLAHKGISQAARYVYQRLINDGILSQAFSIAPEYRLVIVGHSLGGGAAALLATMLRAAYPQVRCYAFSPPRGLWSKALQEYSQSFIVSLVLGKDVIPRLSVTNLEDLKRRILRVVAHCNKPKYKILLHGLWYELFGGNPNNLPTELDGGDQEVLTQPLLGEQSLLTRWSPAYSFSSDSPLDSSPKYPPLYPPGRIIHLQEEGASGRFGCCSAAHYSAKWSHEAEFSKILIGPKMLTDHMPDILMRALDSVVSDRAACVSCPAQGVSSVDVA
# CAL PDZ FP – inhibitors of human CAL PDZ peptide binding. purified CAL PDZ, TMR-peptide fluorescence polarization, 1 h. 330,000 compounds, 0.02% hits. inhibition, % at 20 µM. Q9HD26;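 active = highest replicate inhibition of at least 40%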;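 also: plate controls were DMSO neutral control wells for no effect and unlabeled competitor peptide control wells for full effect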
#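 Material – purified CerCALP PDZ construct · Detection – FP readout, S and P plane fluorescence · Measure – percent inhibition from loss of millipolarization · Controls – unlabelled peptide for full inhibition, DMSO wells as neutral · Probe or stimulus – TMR-labelled reporter peptide T*-PRC34 bound in PDZ groove · Times – 1 h at RT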
# Wnt act – activators of Wnt/beta-catenin signaling; AID 743398; 300,000 compounds, 1.2% hits; activation, % at 9.35 µM; Wnt/beta-catenin reporter cell assay, activator, plate reader; in the data active = activation above about 30%, passing the limit was not always enough; inconclusive = no clear call, values can overlap the other calls;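 also: 0% = neutral control wells and 100% = positive control wells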
# phage Ecoli inh – E. coli growth loss with phage present. growth absorbance. inhibition, % at 11.9 µM. 360,000 compounds, 0.26% hits. AID 651602; in the data active = inhibition above about 11%
# Tat export inh – blocks Tat-dependent protein export in E. coli; E. coli MC4100 TorA-mCherry Tat export, fluorescence; inhibition, % at 10 µM; 340,000 compounds, 0.036% hits; AID 488895;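 active = mean replicate inhibition at least 50% and at least half of replicates individually reaching 50%; inconclusive = only one of the two criteria met; inactive = neither criterion met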;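 also: exported cargo escapes ClpAP degradation while cytoplasmic cargo is degraded and loses fluorescence; 0% = median of neutral control wells and 100% = median of NaSCN control wells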
# Starred values were filed as active, the others as inactive; ? = inconclusive; · = not tested or not shown. Outcome played no part in choosing rows. Share with any hit: about 1.9%.
SMILES,Rtt109 HAT inh,PvdQ inh,PfHsp90 set2,E coli growth,AddAB inh,DAGLB inhibitor,CAL PDZ FP,Wnt act,phage Ecoli inh,Tat export inh
CN(C)S(=O)(=O)c1cccc(NC(=S)NCCc2ccccn2)c1,·,-0.5,28.7,2.4,-0.5,-0.1,-0.5,-0.4,3.3,-13.4
CCOc1ccccc1C(C(=O)NC1CCCC1)N(Cc1ccco1)C(=O)CNC(=O)c1ccco1 (stereo not given),11.9,-12.5,-5.4,-2.7,1.0,0.5,·,·,1.8,2.1
COC(=O)CSc1ccc2nnc(CCNS(=O)(=O)c3ccc(C)cc3)n2n1,-4.7,-14.5,-2.3,0.1,2.4,0.9,-1.7,-1.5,2.2,3.6
CC1Cc2ccccc2N1CC(=O)NC(=O)NCc1ccccc1 (stereo not given),7.6,4.1,-11.5,2.0,2.2,-0.6,-0.4,-1.0,3.3,-0.3
C=CCN(CC=C)CCOc1cc(C)ccc1[N+](=O)[O-],·,2.4,-10.3,0.8,1.1,-2.5,-2.5,0.2,3.1,-2.5
CCN1C(=O)CS/C1=N\S(=O)(=O)c1ccc(Cl)cc1,8.5,8.8,·,1.3,-0.2,0.1,64.2*,-1.7,3.7,-4.0
COc1cc2c3c(c1)/C(=C1/SC(=S)NC1=O)C(=O)N3C(C)(C)C=C2C,3.2,0.4,-20.7,1.5,0.6,2.5,-0.8,0.5,0.9,-4.9
CCOc1ncccc1C(=O)Nc1ccc2c(c1)OCO2,-26.9,-6.9,·,-1.7,1.2,-5.0,0.2,3.0,2.5,2.1
Cc1nc2c(ccc3nc(NC(=O)c4ccc5c(c4)OCCO5)sc32)s1,-8.4,-1.0,-16.8,1.9,0.4,0.2,-2.8,·,0.5,1.6
COc1ccc(Cn2c(=O)[nH]c3cc(OC)c(OC)cc3c2=O)cc1,-1.8,-11.4,-22.6,-1.2,-3.6,-3.8,-1.3,-0.4,-2.2,-9.8
CC1CCN(C2=C(NS(=O)(=O)c3ccc(Br)cc3)C(=O)c3ccccc3C2=O)CC1,-3.2,6.9,-62.5,-0.9,4.4,24.8,-0.6,-0.1,3.2,1.2
CCO[C@@H]1OC(C(=O)N2CCN(Cc3ccccc3)CC2)=C[C@H](c2cn(C(C)=O)c3ccccc23)[C@H]1CCCO,15.0,-13.5,2.1,-0.2,1.6,0.5,-2.7,-0.8,3.9,10.3
COc1ccc(NS(=O)(=O)c2ccc(C)c(C(=O)NNC(=O)c3csc(N4CCOCC4)n3)c2)cc1,6.5,-11.5,-9.4,0.8,-1.2,2.1,-1.1,1.2,-0.7,-6.5
Cc1cc(C)cc(Nc2ccc([N+](=O)[O-])nc2[N+](=O)[O-])c1,-4.5,-16.8,-26.6,-0.6,1.4,1.9,-0.9,-2.8,-0.3,-4.9
Cc1cc(C)n(-c2nnc(NC34CC5CC(CC(C5)C3)C4)nn2)n1,-0.3,-10.0,-44.6,3.2,3.7,11.2,-0.7,·,0.2,-5.9
CCn1c(SCC(=O)Nc2ccccc2N2CCOCC2)nnc1-c1ccccc1O,-4.9,-5.8,0.0,1.1,2.1,1.4,0.0,·,-0.8,1.8
CCOc1ccc(C(=O)NC(=S)Nc2cccc(NC(=O)c3ccco3)c2)cc1[N+](=O)[O-],?,1.6,-42.1,1.0,0.9,-3.9,-1.4,-3.1,1.2,4.3
CC1CCCN(CC(=O)Nc2cc(S(=O)(=O)N3CCOCC3)ccc2N2CCCC2)C1 (stereo not given),8.7,-8.2,-9.6,-0.7,-0.3,1.9,0.9,-3.7,2.5,0.6
CCCCn1c(N)c(N(CC(C)C)C(=O)COC(=O)Cc2cccc(OC)c2)c(=O)[nH]c1=O,3.1,-8.6,·,-3.5,-4.1,-0.7,-2.6,6.8,1.8,6.2
C=C1CCC(O)C2(C)CCC3C(C)C(=O)OC3C12O (stereo not given),-6.7,-10.1,3.9,0.8,2.0,3.1,0.2,1.0,0.9,4.1
CC(=O)Nc1ccc(Nc2cc(C)nc3ccccc23)cc1,·,6.2,12.6,-2.8,0.8,-2.8,-0.9,-0.4,3.5,0.3
CC1CN(C(=O)c2ccc(COc3ccccc3Br)o2)CC(C)O1 (stereo not given),-4.0,-9.0,-15.6,2.0,3.3,1.3,-2.5,-7.6,1.6,-0.9
O=C(NC12CC3CC(CC(C3)C1)C2)OCCNC1CCCCC1,-3.3,-12.1,-3.7,-0.5,7.7,-1.0,-0.7,-3.7,3.1,0.5
CN1CCN(C(=O)c2cn(-c3ccccc3)nc2-c2cccs2)CC1,-9.1,-6.2,23.1,0.8,1.0,-1.4,-1.5,-0.1,2.5,-0.6
O=C(CSc1n[nH]c(-c2ccco2)n1)Nc1ccccc1Cl,8.9,9.9,3.7,2.1,2.7,-1.8,-0.7,-1.0,2.6,-0.8
COc1cc(/C=C(/C#N)C(=O)c2c(C)[nH]c3ccccc23)ccc1OCC#N,-4.5,0.7,6.3,3.8,1.6,1.5,-0.9,-1.1,2.5,-0.1
CCc1nn2c(=O)cc(COc3cccc(NC(=O)c4ccco4)c3)nc2s1,-15.3,7.4,-8.4,0.2,3.9,0.2,-2.2,-1.9,1.8,-8.3
CCc1ccc(NC(=O)CSc2nnc(COc3ccc4c(c3)CCCC4)o2)cc1,-1.3,-22.4,1.5,3.4,3.6,-4.4,-1.0,·,1.4,2.8
CSc1ncnc2c1ncn2CC(=O)C1CCC2C3CCC4=CC(=O)CCC4(C)C3CCC12C (stereo not given),0.9,0.2,17.0,·,·,-2.8,-3.6,-6.6,-1.6,14.8
Cc1ccc(OCc2n[nH]c(=S)n2C2CCCCC2)cc1,-3.5,-9.6,90.3*,1.4,1.8,-0.1,-2.1,-1.2,1.3,7.2
CNc1ccccc1-n1ccc(-c2ccccc2)n1,4.7,-2.0,24.5,-0.8,1.0,-5.2,-1.4,·,2.6,3.2
O=C(NNC(=S)Nc1ccc(F)c(Cl)c1)c1ccccc1Br,2.3,-7.0,-16.0,1.9,-1.0,5.3,-0.1,-0.9,3.4,1.2
O=C(Nc1ccc2[nH]ncc2c1)c1ccccc1Br,2.0,1.2,2.7,0.7,1.8,-1.0,·,6.4,1.3,3.6
CCC(C)NC(=O)CSc1ncnc2sccc12 (stereo not given),5.3,-8.1,0.8,0.4,3.9,-2.4,0.7,-2.4,4.0,-6.8
CS(=O)(=O)c1ccc(-c2nn[nH]n2)cc1,2.0,-2.2,25.0,-0.5,-0.4,-1.0,-0.8,·,0.5,-4.0
Cc1ccccc1NC1=NC(=S)N(c2ccccc2)C12CCOC(C)(C)C2 (stereo not given),-7.7,-7.9,-10.8,-2.3,3.7,-3.3,16.7,·,2.8,?

# Look-ups from above.
# Entry of `Cc1ccc(OCc2n[nH]c(=S)n2C2CCCCC2)cc1` in PvdQ inh: -9.6
# Entry of `CSc1ncnc2c1ncn2CC(=O)C1CCC2C3CCC4=CC(=O)CCC4(C)C3CCC12C` (stereo not given) in CAL PDZ FP: -3.6

# Looked up one by one from the list above (two):
SMILES,Rtt109 HAT inh,PvdQ inh,PfHsp90 set2,E coli growth,AddAB inh,DAGLB inhibitor,CAL PDZ FP,Wnt act,phage Ecoli inh,Tat export inh
CC1CN(C(=O)c2ccc(COc3ccccc3Br)o2)CC(C)O1 (stereo not given),-4.0,-9.0,-15.6,2.0,3.3,1.3,-2.5,-7.6,1.6,-0.9
O=C(NNC(=S)Nc1ccc(F)c(Cl)c1)c1ccccc1Br,2.3,-7.0,-16.0,1.9,-1.0,5.3,-0.1,-0.9,3.4,1.2

# Following part.
SMILES,Rtt109 HAT inh,PvdQ inh,PfHsp90 set2,E coli growth,AddAB inh,DAGLB inhibitor,CAL PDZ FP,Wnt act,phage Ecoli inh,Tat export inh
CCOC(=O)/C=c1\s/c(=C(\C#N)C(N)=O)n(-c2ccccc2)c1=O,5.9,-8.0,-18.4,0.6,-2.1,-1.4,0.9,-0.1,0.9,-4.2
C[C@@H]1CN([C@@H](C)CO)C(=O)c2cccc(NS(=O)(=O)c3cccs3)c2O[C@H]1CN(C)Cc1ccc(C(F)(F)F)cc1,-12.6,-2.2,7.7,-2.5,1.4,-3.9,0.1,-3.5,1.1,-21.9
Cc1nc2cc(C(=O)OCC(=O)NC3CCS(=O)(=O)C3)ccc2n1-c1ccccc1 (stereo not given),14.1,-25.3,-6.4,1.1,-1.1,-2.5,-0.3,·,0.9,1.6
COc1c2ccoc2nc2c(OC)c(OC[C@@H](O)C(C)(C)O)ccc12,5.4,27.3,10.5,-0.7,0.6,0.5,-0.9,-1.5,0.4,?
Cc1cccc(C)c1NC(=O)CN(C)CC(=O)Nc1ccc(F)c(Cl)c1,11.3,11.8,·,1.7,1.5,-1.5,-1.6,-1.3,0.0,3.5
O=P(c1ccccc1)(c1ccccc1)C(O)c1ccco1 (stereo not given),-8.5,-3.7,-2.1,1.6,2.6,-4.3,-1.7,-2.1,3.4,-1.2
Cc1ccc2nc(NCC(=O)O)nc(-c3ccccc3)c2c1,-6.7,-8.7,-16.4,1.0,-0.7,0.2,-0.8,·,2.7,-4.5
COc1ccc(/C(C)=N/OC/C(O)=C(\C#N)c2nc3ccccc3[nH]2)c(OC)c1,-4.2,3.0,-11.8,-3.4,-1.0,0.3,-2.2,1.1,4.3,-4.0
Cc1ccc(CN(C)C(=O)c2cc(COc3ccc(F)cc3Cl)on2)o1,14.4,-17.8,14.5,2.4,2.8,-7.8,0.6,5.9,0.9,-7.3
COc1cc(-c2nc3c[n+](CC(=O)c4ccccc4)ccc3n2C)cc(OC)c1OC,6.7,-2.0,0.6,-1.3,3.5,-0.4,-1.2,·,2.3,-1.7
Cc1[nH]cnc1C(=O)N/N=C/c1ccc([N+](=O)[O-])s1,-7.2,4.9,11.3,2.5,1.6,-2.1,-1.3,5.6,0.6,-44.2
Cc1onc(-c2c(F)cccc2Cl)c1C(=O)N(C)CCc1ccccn1,29.7,5.6,4.3,2.6,0.6,0.1,-0.1,1.4,-1.0,0.7
CC(=O)Nc1ccccc1C(=O)C(=O)Nc1cccc(F)c1,-0.5,-16.7,13.3,2.6,3.4,0.3,-2.1,1.7,3.6,-0.9
CCN(CC)C(=O)Cn1cc(S(=O)(=O)CC(=O)Nc2cc(C)on2)c2ccccc21,-3.3,-12.9,-22.0,2.0,0.9,0.1,-1.6,4.1,-1.2,0.9
COc1ccc(N2CCN(C(=O)c3ccccc3NC(=O)C3=C(C)OCCS3)CC2)cc1,21.8,0.9,-7.4,0.0,6.7,0.5,-0.4,-0.2,3.8,5.1
C#CCOCCOCCOCCNc1nc(N2CCN(C(=O)CCCCCCCCCCNC(=O)Cn3cc(CCCCCN)nn3)CC2)nc(N2CCN(C(=O)CCCCCCCCCCNC(=O)[C@@H](CCC(=O)O)n3cc(CCCCCN)nn3)CC2)n1,33.6,-15.0,9.4,-2.5,-1.1,0.3,-0.6,·,·,22.8
CCc1ccc(OCCNc2cc(N3CCNC(C)C3)ccc2[N+](=O)[O-])cc1 (stereo not given),12.1,-7.1,4.3,0.2,-0.9,0.5,-2.5,-13.3,4.3,-5.5
CN(C(=O)C1CCCN1S(=O)(=O)c1ccc(Cl)cc1)c1ccccc1 (stereo not given),4.6,-14.4,-5.5,0.0,2.5,-1.8,0.0,1.5,1.6,0.2
Cc1cc(C)c(NC(=O)c2oc3ccccc3c2COc2ccccc2)c(C)c1,-8.1,-9.8,2.4,4.0,0.7,-20.0,-2.5,-0.5,4.4,2.6
